TDP1 cell noCPT – qHTS for Inhibitors of human tyrosyl-DNA phosphodiesterase 1 (TDP1): qHTS in cells in absence of CPT. actives 15% (n = 420,000). Potency, µM (series often up to 46.2 µM), inactives show at the highest dose activity change, negative = growth inhibition, most hits filed as inhibitors. DT40 Tdp1-/- hTDP1 cells, no CPT, ATP luminescence, 48 h; note: nearly all actives have a fitted effect of over 55% in size
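Luminescent ATP content (CellTiter-Glo) served as the growth readout. Knockout chicken DT40 cells expressing human TDP1 were exposed to compounds without camptothecin for a minimum 48 hr at 37 °C.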
GCN5L2 inh – blocks human GCN5L2 histone acetyltransferase. Q92830. GCN5L2 HAT assay, ThioGlo1 CoA-SH fluorescence. Potency, µM (doses to about 58.9 µM), for inactives: top-dose activity change, negative = inhibition, most hits filed as inhibitors. actives 0.21% (n = 390,000)
Target sequence (Q92830 whole entry, looked up): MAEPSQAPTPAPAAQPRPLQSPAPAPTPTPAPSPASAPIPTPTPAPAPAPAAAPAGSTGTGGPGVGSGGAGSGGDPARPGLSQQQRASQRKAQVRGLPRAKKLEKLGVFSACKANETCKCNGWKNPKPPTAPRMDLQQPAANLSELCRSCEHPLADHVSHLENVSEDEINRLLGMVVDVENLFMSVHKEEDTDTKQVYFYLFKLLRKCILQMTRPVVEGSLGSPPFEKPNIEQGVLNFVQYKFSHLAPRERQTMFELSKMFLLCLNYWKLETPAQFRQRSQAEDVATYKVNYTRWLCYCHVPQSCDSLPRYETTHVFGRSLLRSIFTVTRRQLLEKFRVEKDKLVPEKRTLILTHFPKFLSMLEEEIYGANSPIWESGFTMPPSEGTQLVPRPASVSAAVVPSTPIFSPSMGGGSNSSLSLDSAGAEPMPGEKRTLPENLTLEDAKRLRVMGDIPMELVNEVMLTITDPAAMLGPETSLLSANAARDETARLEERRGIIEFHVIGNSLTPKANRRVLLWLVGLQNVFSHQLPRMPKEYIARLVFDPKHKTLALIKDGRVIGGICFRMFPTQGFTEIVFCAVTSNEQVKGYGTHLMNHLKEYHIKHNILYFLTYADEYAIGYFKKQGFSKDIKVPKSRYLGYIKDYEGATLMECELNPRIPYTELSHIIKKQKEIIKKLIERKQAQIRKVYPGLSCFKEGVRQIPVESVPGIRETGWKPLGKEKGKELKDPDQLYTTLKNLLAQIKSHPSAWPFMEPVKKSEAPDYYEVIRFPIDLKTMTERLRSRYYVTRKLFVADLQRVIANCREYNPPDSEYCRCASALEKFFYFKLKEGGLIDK
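GCN5L2 (20 nM) in 50mM HEPES pH 7.5, 0.1mM EDTA, 0.01% Tween-20 preincubated 15 min with compounds at room temperature. Reaction started with H3(1-25) 75uM, acetyl-CoA 70uM, ThioGlo1 50uM; CoA-thiol fluorescence (Ex340/Em540) read at 0 and 20 min.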
DT40 TDP1 CPT – DT40-hTDP1 cell growth loss with CPT | Potency, µM (doses to about 46.2 µM), without a hit: top-dose activity change, negative = growth inhibition, usual class: inhibitors | chicken DT40 Tdp1-/-;hTDP1 cells + 20 nM CPT, ATP luminescence, 48 h | actives 12% (n = 420,000); note: nearly all actives have a fitted effect of over 55% in size
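Cell growth measured by CellTiter-Glo luminescence after a minimum 48 h, 37 C compound exposure with 20 nM CPT in Tdp1-knockout DT40 cells stably expressing hTDP1, seeded 400/well; qHTS titration format.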
An asterisk follows results filed as active; ? = inconclusive; . = not tested or not shown; & = joins results of further samples. Calls come from the whole dose curve; as a rule, active = well fitted curve in the direction sought with a large enough effect; inconclusive = small, poorly fitted or top-dose-only effect, or another doubt; inactive = no such curve, though single readings can be large; an effect the other way counts as inactive or inconclusive. % is set by controls: 0 for no effect and ±100 for the full control effect; potency is the fitted concentration of half-maximal effect.

Each structure is followed by: TDP1 cell noCPT, GCN5L2 inh, DT40 TDP1 CPT
CC(=O)Nc1cccc(-n2cc3c(c2-c2ccccc2Cl)c(=O)n(C)c(=O)n3C)c1
 : ?, -4.2%, ?
O=C(Cn1nc(Cc2ccncc2)c2ccccc2c1=O)Nc1cccnc1Cl
 : 13.1%, -14.9%, -25.2%
CC1=NNC(=O)C1CCC(=O)N/N=C/c1ccc(Cl)cc1Cl (configuration not stated)
 : 1.5%, 1.8%, 0.8%
CCN(c1ccccc1)S(=O)(=O)c1c(C)noc1C
 : 0.9%, -1.5%, -1.9%
Cc1ccc(S(=O)(=O)NC(=NC2CCCCC2)c2ccc(F)cc2)cc1
 : -18.3%, -5.7%, 6.7%
COc1ccc(NS(=O)(=O)c2coc(C(N)=O)c2)cc1Cl
 : -1.6%, 0.7%, 19.4%
COc1cc(NC(=S)N2CCN(C)CC2)c(OC)cc1Cl
 : 2.1%, -11.8%, -10.3%
Cc1nc2ncnn2c(C)c1CCC(=O)N1CC(C)CC(C)C1 (configuration not stated)
 : -28.9%, -2.7%, -3.6%
COc1cc2nc(Nc3ccc(F)cc3)nc(N)c2cc1OC
 : 4.61µM*, -2.7%&-13.7%, 6.51µM*
O=C(CSc1ccccn1)N/N=C/c1cc([N+](=O)[O-])ccc1O
 : ?, -11.1%, ?
O=C(/C=C/NNC(=O)c1ccccc1)c1ccc([N+](=O)[O-])cc1
 : 9.2µM*, 5.1%, 6.51µM*
CCOc1ccc(C(C(=O)NC2CCCC2)N(C(=O)c2snc(C(N)=O)c2N)C2CCCC2)cc1 (configuration not stated)
 : ?, -10.2%, ?
CC1CCN(CC(C)CNC(=O)c2cc(-c3ccccn3)nc3ccccc23)CC1 (configuration not stated)
 : -12.0%, -3.1%, -5.5%
CC(=O)Nc1ccc2nc(-c3ccccc3)cn2c1
 : -5.2%, -3.3%, -1.9%
CC(=O)N1CCOc2ccc(S(=O)(=O)N3CCC(C(=O)Nc4ccc(F)cc4)CC3)cc21
 : -20.0%, -1.4%, -20.3%
COc1cc(OC)cc(C(=O)NCc2n[nH]c(=S)n2-c2ccccc2OC)c1
 : -0.3%, 1.9%, -19.2%
O=C(COc1ccc(Cl)cc1Br)Nc1cccc(S(=O)(=O)N2CCCC2)c1
 : ?, -7.1%, ?
O=S(=O)(NCc1ccccc1)c1cccc2nonc12
 : -12.7%, ., -5.1%
CCc1nnc(NS(=O)(=O)c2ccc(N=Cc3c(C)[nH]n(-c4cccc(Cl)c4)c3=O)cc2)s1
 : -11.2%, -11.0%, -28.8%
CCCC(N)CCCCCC(=O)O (configuration not stated)
 : -11.2%, -0.2%, 14.6%
Cc1cc(OCC(=O)Nc2ccc3oc(=O)ccc3c2)ccc1Cl
 : -6.1%, -5.1%, 0.9%
COc1ccc(CNC(=O)CCc2nnc3n(C)c(=O)c4sccc4n23)cc1
 : -11.1%, -0.9%, -1.3%
S=C(NCC1CCCO1)Nc1ccccc1Cl (configuration not stated)
 : 7.8%, -0.4%, -4.9%
CC1(C)Oc2ccc3ccc(=O)oc3c2-c2cn[nH]c21
 : -29.8%, -21.9%, -21.3%
OCCOCCn1c(C(CO)Nc2nc(-c3cccc(Br)c3)cs2)nc2ccccc21 (configuration not stated)
 : 18.4µM*, ., ?
CC1(NC(=O)c2cccc(S(=O)(=O)N3CCN(c4ccccc4)CC3)c2)CCS(=O)(=O)C1 (configuration not stated)
 : ?, -7.8%, -24.9%
Fc1ccc(/C=N/Nc2ccccn2)cc1
 : -13.4%, -3.2%, 11.3%
COc1ccc(NC(=O)C(=O)NCC(=O)Nc2cc(OC)ccc2OC)cc1
 : 1.7%, -0.7%, -19.0%
Cc1ccc(-c2nnn(CC(=O)N(CC(=O)NCc3ccccc3)c3cccc(C)c3C)n2)o1
 : ?, -7.2%, -24.2%
CC(O)c1cccc(NC(=O)CC(c2ccccc2)c2ccccc2)c1 (configuration not stated)
 : 9.2µM*, -1.4%, 9.2µM*
CCOC(=O)c1oc2ccccc2c1CSc1nnnn1-c1ccc(OC)cc1
 : -25.2%, 0.9%, -14.0%
CCCc1c(NC(=O)Nc2ccc(Cl)cc2Cl)cnn1-c1ccccc1
 : -19.3%, -4.2%, -16.0%
COc1cccc(C(=O)NCCS(=O)(=O)N2CC(C)CC(C)C2)c1 (configuration not stated)
 : -9.1%, 1.6%, 4.8%
O=C(COc1ccc(Cl)cc1)Nc1ccc(C(=O)NCc2cccnc2)cc1
 : 9.2µM*, -0.1%, 11.6µM*
CC1Cc2ccccc2N1Cc1ccc([N+](=O)[O-])cc1 (configuration not stated)
 : -22.1%, -5.7%, -28.3%
Cc1ccc2cc(CN(Cc3ccco3)Cc3nnnn3Cc3ccco3)c(=O)[nH]c2c1
 : 11.2µM*, ., ?
Cc1ccc2cc3cc(C(=O)N4CCN(c5ccccc5)CC4)oc3nc2c1
 : ?, 11.3%, -3.0%
CCCNC(=O)N1CCC(C(=O)c2ccc(Cl)cc2)CC1
 : ?, -3.0%, ?
N#Cc1cccc(NC(=O)Cn2c3[n+](c4ccc(C(F)(F)F)cc42)CCCCC3)c1
 : -10.5%, -5.2%, -4.6%
O=C1NCCCC1C(=O)N/N=C/c1ccccc1 (configuration not stated)
 : -1.9%, -15.1%, -1.8%
C[C@H]1CNC(=O)C(=O)N1C[C@H](Cc1ccc(O)cc1)NC(=O)CC12CC3CC(CC(C3)C1)C2
 : 0.7%, 1.4%, 0.3%
COc1ccc(-c2cc3c(o2)CCCC3OCCN2CCOCC2)cc1 (configuration not stated)
 : ?, ., ?
CN1OC[C@@H]2CN(C(=O)c3ccco3)[C@H](c3ccc(-c4ccc(C#N)cc4)cc3)C[C@@H]21
 : ?, ., ?
Cc1cc(C)cc(C(=O)OCC(=O)NC(=O)NC2CCCC2)c1
 : -5.7%, -6.1%, -16.6%
Cc1cc(C)cc(C(O)c2ncc(-c3ccccc3C)[nH]2)c1 (configuration not stated)
 : ?, ., ?
CC(=O)c1ccc(NC(=O)Cn2nc(N3CCN(c4ccccc4)CC3)ccc2=O)cc1
 : 3.3%, 18.6%, 9.9%
Cc1ccc2cc3cc(C(=O)NCc4ccc5c(c4)OCO5)oc3nc2c1
 : -21.9%, 0.3%, -0.7%
CCc1ccccc1NC(=O)C1CCCN(c2nn3c(=O)cc(C)nc3s2)C1 (configuration not stated)
 : ?, -0.2%, -9.8%
CCCC(C)NC(=O)c1sc2nc3n(c(=O)c2c1C)CCC3 (configuration not stated)
 : 2.7%, 6.7%, -20.3%
CNc1oc(/C=C/c2cc(OC)c(OC)c(OC)c2)nc1C#N
 : 23.1µM*, -26.7%, ?
COc1ccc(NC(=O)CN2C(=O)CSC(C)C2=O)c(OC)c1 (configuration not stated)
 : 16.4%, 12.6%, -0.6%
O=C(CCCn1cnc([N+](=O)[O-])n1)Nc1cc(Cl)ccc1O
 : -11.8%, -6.6%, 1.6%
C=CCNC(=S)NNC(=O)c1ccc([N+](=O)[O-])cc1
 : -13.8%, -0.8%, -16.4%
COc1cc(NS(=O)(=O)c2ccccc2)ccc1-n1nc(C)cc1C
 : -20.0%, -0.8%, -9.7%
COc1nc(C#N)nc(N2CCCC2)n1
 : 15.8µM*, ., ?
CCC(=O)N1c2ccc(S(=O)(=O)NCc3ccco3)cc2CC1C (configuration not stated)
 : ?, -6.2%, ?
O=C1C(CO)C(CO)C(CO)C1CO (configuration not stated)
 : -1.4%, ., 0.3%
COc1cccc(Cn2c(-c3cccs3)noc2=O)c1
 : ?, -4.3%, -10.8%
Cc1ccc2cc(C(c3nnnn3Cc3ccccc3)N3CCN(c4ccccc4)CC3)c(=O)[nH]c2c1 (configuration not stated)
 : ?, ?, 13µM*
CCOc1ccccc1NC(=O)CSc1nnc(N)s1
 : -7.7%, -1.9%, -22.8%

Going on with the list:
Each structure is followed by: TDP1 cell noCPT, GCN5L2 inh, DT40 TDP1 CPT
Cn1nc(-c2ccccc2)cc1NC(=O)Nc1ccc(F)cc1
 : -8.6%, -3.5%, ?
CC1=CCC2C(=O)N(c3ccc(C)c(Br)c3)C(=O)C2C1 (configuration not stated)
 : -4.5%, -5.8%, 4.8%
COc1ccc(NC(=O)C2CCN(C(=O)C3CC(=O)N(c4ccc(C)cc4)C3)CC2)c(OC)c1 (configuration not stated)
 : -18.9%, 0.1%, -28.0%
COc1cccc(C(=O)Oc2c(Sc3ccc(C)cc3)c(C)nn2C(C)(C)C)c1OC
 : 23.1µM*, -0.8%, 16.4µM*
O=C(c1ccc(Br)s1)N1CCN(c2ncccn2)CC1
 : -14.9%, -0.5%, -3.7%
COc1ccccc1/C=N/NC(=O)c1ccc(NC(=O)c2ccccc2Br)cc1
 : -20.6%, -2.4%, -25.6%
O=C(O)CSCC(=O)NC1CCCc2ccccc21 (configuration not stated)
 : 13.0%, -4.5%, 15.5%
CCOCCCNC(=O)c1ccc2nc(-c3ccc(OC)c(OC)c3)c(-c3ccc(OC)c(OC)c3)nc2c1
 : ?, -12.3%, ?
Cc1cnc(-c2nc3ccccc3n2C(C(=O)NC(C)(C)C)c2cc3ccccc3o2)cn1 (configuration not stated)
 : ?, ., ?
O=C(Nc1ccccc1Cl)c1cc(C2CCCCN2C(=O)CCc2ccccc2)on1 (configuration not stated)
 : ?, ., ?
CCC1=Nc2cc(C(=O)NCCc3ccc(OC)c(OC)c3)ccc2Sc2ccccc21
 : 23.1µM*, -10.5%, 16.4µM*
C=CCNC(=S)NNC(=O)c1ccc(OCC(C)C)cc1
 : ?, -0.6%, ?
CN(C(=O)c1ccc(S(=O)(=O)N2CCOCC2)cc1)C1CCS(=O)(=O)C1 (configuration not stated)
 : 4.0%, -1.1%, -7.7%
Cc1cccc(NC(=O)N2CCC(CN3CCC(C)CC3)CC2)c1C
 : 2.4%, 0.4%, 12.8%
Cc1cc(-c2nnc3n2N=C(C(C)(C)C)CS3)n[nH]1
 : -10.5%, 0.5%, -23.5%
COc1ccccc1NC(=O)CSc1nc(=O)n(Cc2ccncc2)c2c1CCCC2
 : 2.5%, -1.8%, 3.6%
O=C(c1ccc(Cl)c(S(=O)(=O)N2CCCC2)c1)N1CCN(c2ncccn2)CC1
 : ?, 0.7%, 6.7%
Cc1ccnc2nc(C(=O)OCC(=O)N(CC(C)C)C3CCS(=O)(=O)C3)nn12 (configuration not stated)
 : 14.8%, 1.0%, -2.3%
O=C(OCc1ccccc1)N1CCC2CC1c1ccc(N3CCN(Cc4ccc5c(c4)OCO5)CC3)cc12 (configuration not stated)
 : ?, ., ?
CN1C(=O)N(CC(=O)c2ccc3c(c2)OCO3)C(=O)C12CCCCC2
 : 8.5%, ., -23.3%
O=C(CN1CCOCC1)Nc1ncc(Cc2cccc(Cl)c2)s1
 : ?, 2.6%, -10.9%
N[C@@H](CO)c1nnc([C@H](CC(=O)O)NC(=O)C2CCNCC2)o1
 : 4.2%, -0.5%, -6.2%
NC(=O)N/N=C1\c2ccccc2-c2c(C(N)=O)cccc21
 : -4.1%, -5.5%, -52.9%
O=c1oc(=S)oc2c1[C@H](c1ccc(Cl)cc1)O[C@H](C1CC1)C2
 : -13.6%, ., -3.4%
O=C(NCCc1nccs1)C1CCC(=O)N(CCc2ccc(Cl)cc2)C1 (configuration not stated)
 : 5.8%, -5.5%, -2.3%
O=C(CCN1C(=O)CSC1=O)Nc1ccccc1
 : -11.9%, 1.5%, -6.0%
Cn1c(=O)c2c(ncn2CC(O)CO)n(C)c1=O (configuration not stated)
 : 0.1%, -6.5%, 3.4%
COc1ccc(NC(=O)COC(=O)CN2C(=O)C3CCCCC3C2=O)cc1OC (configuration not stated)
 : -18.2%, -0.6%, -12.0%
CCOc1nnc(C)c2c(C)n(-c3cccc(OC)c3)nc12
 : ?, -2.8%, 3.9%
CCOC(=O)c1c(NC(=O)COc2cc(C)ccc2C(C)C)sc(C)c1C
 : -16.8%, -2.7%, -14.5%
CC1CCCN(CC(=O)Nc2ccc(S(=O)(=O)N3CCCC3)cc2)C1 (configuration not stated)
 : 13µM*, -3.7%, 2.6%
Cc1ccc(S(=O)(=O)N(C)c2c(C)ccc(S(=O)(=O)Nc3ccncc3)c2C)cc1
 : -5.9%, 1.7%, -1.2%
O=C(CCl)N1CCCC1c1ccc2c(c1)OCCO2 (configuration not stated)
 : 1.16µM*, 1.2%, 0.731µM*
Fc1cccc(CSc2ncnc3c2oc2ccccc23)c1
 : ?, 0.4%, -29.2%
CC(=O)N1CCN(c2ccc(NC(=O)c3ccco3)cc2)CC1
 : 0.3%, -0.1%, -1.9%

Molecules shown so far that contain a COOH group, in the order listed:
Each structure is followed by: TDP1 cell noCPT, GCN5L2 inh, DT40 TDP1 CPT
CCCC(N)CCCCCC(=O)O (configuration not stated)
 : -11.2%, -0.2%, 14.6%
O=C(O)CSCC(=O)NC1CCCc2ccccc21 (configuration not stated)
 : 13.0%, -4.5%, 15.5%
N[C@@H](CO)c1nnc([C@H](CC(=O)O)NC(=O)C2CCNCC2)o1
 : 4.2%, -0.5%, -6.2%

From PubChem BioAssay
